Bioassay records from PubChem BioAssay.
TAAR1 antag: human TAAR1 antagonists, primary screen, Fluo-8 calcium fluorescence, CHO RD-HGA16 cells; antagonist; Trace amine-associated receptor 1 (Homo sapiens), Q96RJ0; actives 1.5% (n = 360,000); inhibition, % at 3 µM; AID 624466, 2012;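 active = inhibition above a per-plate cutoff, the mean inhibition of test compounds on that plate plus 3 SD, cut at about 49% in these data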;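 note: 0% = DMSO plus EC80 beta-PEA response and 100% = DMSO alone without agonist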
Target sequence (Q96RJ0 whole entry, looked up): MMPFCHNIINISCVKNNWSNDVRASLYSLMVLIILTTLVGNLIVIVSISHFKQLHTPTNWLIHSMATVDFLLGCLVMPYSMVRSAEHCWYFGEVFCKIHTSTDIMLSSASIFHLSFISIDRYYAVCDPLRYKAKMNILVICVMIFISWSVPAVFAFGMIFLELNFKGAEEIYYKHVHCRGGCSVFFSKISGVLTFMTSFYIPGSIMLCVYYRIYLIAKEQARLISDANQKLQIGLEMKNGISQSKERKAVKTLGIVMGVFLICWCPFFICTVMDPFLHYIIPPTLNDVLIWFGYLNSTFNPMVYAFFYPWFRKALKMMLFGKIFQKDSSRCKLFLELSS
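Assay system: CHO-derived RD-HGA16 cells stably expressing human TAAR1 plus Gα16. Timing: 140 s kinetic read after compound, 140 s after agonist. Technique: kinetic Fluo-8 calcium fluorescence measurement. Measure: % inhibition of agonist calcium response.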
CRFR2-BP ag: agonists of CRF-BP/CRF-R2 complex, primary screen, cell-based, HEK293, calcium dye fluorescence, uHTS; CRF-binding protein / CRF receptor 2 complex (human); calcium dye fluorescence (FLIPR); percent of saturating CRF peptide response; activation, % at 13.2 µM; actives 0.46% (n = 350,000); AID 588473, 2011;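 active = activation of at least 50%, plus an integration ratio under a set limit after plate pattern correction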;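 note: plate controls were neutral control wells without compound for no effect and CRF at EC100 for full effect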
CHRM5 agonist: human M5 muscarinic receptor agonists, primary screen, CHO-K1 cells, Fluo-8 calcium fluorescence | Muscarinic acetylcholine receptor M5 (Homo sapiens), P08912 | CHO-K1 hM5 cells; 0% DMSO wells, 100% maximal acetylcholine response | actives 0.19% (n = 360,000) | activation, % at 3 µM;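 active = activation above the run's mean over test compounds plus 3 SD, cut at about 23% in these data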;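 note: signal is peak over basal fluorescence ratio across the kinetic read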
TAAR1 agonist: human TAAR1 agonists, primary screen, Fluo-8 calcium fluorescence, CHO RD-HGA16 cells; Trace amine-associated receptor 1 (Homo sapiens), Q96RJ0; vehicle wells 0%, saturating PEA agonist 100%; activation, % at 3 µM; actives 0.99% (n = 360,000); AID 624467, 2012;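 active = activation above the mean activation of all test compounds in the run plus 3 SD, cut at about 38% in these data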
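Test system: RD-HGA16 (CHO) cells co-expressing Gα16 and hTAAR1; dosing: one-point dosing at 3 µM (nominal); timing: 17-24 h seeding, 75 min 37 °C dye, 30 min RT; signal: kinetic Fluo-8 calcium fluorescence; read-out basis: % activation relative to PEA EC100 response; controls: DMSO and PEA EC100; replicates: n 1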
CRFBP-R2 block: antagonists of CRF-BP/CRF-R2 complex, primary screen, cell-based, HEK293, calcium dye fluorescence, uHTS. CRF-induced calcium fluorescence. inhibition, % at 11.8 µM. actives 0.59% (n = 350,000);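 active = inhibition of the ligand-induced calcium signal above about 50% at the single tested concentration, limit read from the data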
CHRM5 antagonist: human M5 muscarinic receptor antagonists, primary screen, CHO cells, Fluo-8 calcium fluorescence. Muscarinic acetylcholine receptor M5 (Homo sapiens), P08912. CHO-hM5 cells, ACh EC80. inhibition, % at 3 µM. actives 0.59% (n = 360,000);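 active = inhibition above a per-plate cutoff, the mean of that plate's test compounds plus 3 SD, cut at about 27% in these data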;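 note: 0% = acetylcholine EC80 with DMSO and 100% = DMSO without agonist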
M5 PAM: human M5 muscarinic receptor positive allosteric modulators, primary screen, CHO-K1 cells, Fluo-8 calcium fluorescence; Muscarinic acetylcholine receptor M5 (Homo sapiens), P08912; AID 624038, 2012; actives 0.3% (n = 360,000); activation, % at 3 µM; CHO-K1 hM5, ACh EC20 PAM; 0% = ACh EC20, 100% = ACh EC100;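 active = activation above the run cutoff, the mean activation of all test compounds plus 3 SD, cut at about 18% in these data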
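System – CHO-K1 hM5 cells · Compound – 3 µM, single dose · Incubation – compound preincubation 140 s before EC20 acetylcholine addition · Technique – Fluo-8 calcium fluorescence · Measure – Max/basal fluorescence ratio as % of EC20–EC100 ACh window · Benchmarks – low control EC20 acetylcholine (0%), high control EC100 acetylcholine (100%) · Replication – singlicate, one well per test compound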
M1 PAM parental: nonselective calcium activators in parental CHO-K1 cells, primary screen, counter-screen for M1 PAM project, cell-based, Fluo-8 calcium fluorescence, full deck, 1536-well. actives 0.02% (n = 360,000). ATP EC20; 0% at ATP EC20, 100% at ATP max. activation, % at 3 µM;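 active = activation above the run cutoff, the mean activation of all test compounds plus 3 SD, cut at about 40% in these data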;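 note: peak over basal fluorescence ratio in a 140 s read after ATP addition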
M4 PAM: human M4 muscarinic receptor positive allosteric modulators, primary screen, CHO-K1 cells, Fluo-8 calcium fluorescence; Muscarinic acetylcholine receptor M4 (Homo sapiens), P08173; CHO-K1 hM4/Gqi5, ACh EC20; 0% = ACh EC20, 100% = maximal ACh; activation, % at 3 µM; actives 0.4% (n = 360,000);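 active = activation above its plate's cutoff, the mean activation of sample wells plus 3 SD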; note: some results filed as inactive read as strong as hits
Target sequence (P08173 whole entry, looked up): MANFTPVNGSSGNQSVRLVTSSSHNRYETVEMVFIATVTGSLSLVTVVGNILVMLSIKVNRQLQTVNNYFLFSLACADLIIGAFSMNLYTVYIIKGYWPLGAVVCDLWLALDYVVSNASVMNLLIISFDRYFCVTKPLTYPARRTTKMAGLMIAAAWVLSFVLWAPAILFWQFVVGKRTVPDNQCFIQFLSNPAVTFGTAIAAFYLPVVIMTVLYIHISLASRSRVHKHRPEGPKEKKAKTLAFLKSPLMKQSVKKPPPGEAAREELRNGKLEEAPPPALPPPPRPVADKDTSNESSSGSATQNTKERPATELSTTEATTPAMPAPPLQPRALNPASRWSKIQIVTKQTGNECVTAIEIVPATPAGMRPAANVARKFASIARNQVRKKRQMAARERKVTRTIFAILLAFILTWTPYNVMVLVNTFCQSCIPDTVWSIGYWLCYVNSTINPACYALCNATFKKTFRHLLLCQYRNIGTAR
Numbers without * were called inactive; / = not tested or not shown.

canonical_smiles | TAAR1 antag | CRFR2-BP ag | CHRM5 agonist | TAAR1 agonist | CRFBP-R2 block | CHRM5 antagonist | M5 PAM | M1 PAM parental | M4 PAM
CC(=O)c1ccc(Nc2nc(C(N)C3CCCCC3)cs2)cc1 (stereo not drawn) | -21 | / | 4 | 4 | / | 1 | -2 | 12 | 4
Cc1cccc(OCC(=O)N(Cc2cccs2)C2CCS(=O)(=O)C2)c1C (stereo not drawn) | -3 | 0.0 | 1 | 15 | -9 | 2 | -6 | -7 | 1
Cc1c(NC(=O)C(C)Sc2nnc(-c3ccccc3)o2)c(=O)n(-c2ccccc2)n1C (stereo not drawn) | -2 | 0.1 | 1 | 3 | 19 | -5 | 2 | 12 | 6
O=C(CSc1nnc(-c2ccc(F)cc2)o1)N1CCN(C(=O)c2ccco2)CC1 | -8 | 0.5 | 4 | 2 | -16 | 4 | -5 | -6 | 5
Cn1/c(=N/NC(=O)c2ccccc2F)sc2ccccc21 | -6 | -1.2 | 2 | 4 | -23 | -8 | 2 | -15 | 0
CC(=O)[C@H]1[C@H]([C@H](O)[C@H](O)CO)O[C@](O)(C(=O)O)C[C@@H]1O | 13 | -0.6 | 3 | 0 | -2 | 4 | 0 | 19 | 2
CCN(CC)S(=O)(=O)c1ccc(OCC(=O)NCc2ccco2)cc1 | -21 | 0.2 | 1 | 2 | -10 | -4 | 12 | 11 | -5
CC1(C)c2[nH]c3ccccc3c2C[C@H]2C(=O)N(N)CC(=O)N21 | -17 | -1.0 | -2 | 4 | 5 | 1 | 3 | 23 | 5
CC1=N/C(=C/c2ccc([N+](=O)[O-])cc2)C(=O)N1c1ccc(Cl)cc1Cl | 1 | 2.2 | -1 | 5 | -40 | -7 | -4 | -8 | 6
COc1cc(OC)cc(C(=O)NC2CCN(C(=O)N3c4ccccc4Sc4ccccc43)CC2)c1 | 14 | 3.5 | 0 | 1 | -21 | 8 | -3 | 9 | -1
CN(C)CCCC1(O)c2ccccc2CCc2ccccc21 | -3 | -2.5 | -7 | 0 | 25 | 10 | -17 | 14 | -14
CCN(CC)CC(=O)NC12CC3CC(CC(C3)C1)C2 | -6 | 3.0 | -4 | 10 | -26 | 9 | 2 | 23 | 6
O=C(CC1C(=O)NCCN1CC(c1ccccc1)c1ccccc1)NCC1CCOCC1 (stereo not drawn) | -10 | 0.7 | -6 | 2 | 1 | -8 | 3 | -27 | 4
Cc1nc2ccc(NC(=O)Cc3ccc(Br)cc3)cc2s1 | -22 | -1.1 | 12 | 17 | -20 | -1 | -5 | 13 | -14
Cc1nnsc1C(=O)N1CCC(C(=O)c2ccccc2)CC1 | -12 | 0.0 | -1 | 0 | 0 | 7 | -2 | 9 | 9

Continuation.
canonical_smiles | TAAR1 antag | CRFR2-BP ag | CHRM5 agonist | TAAR1 agonist | CRFBP-R2 block | CHRM5 antagonist | M5 PAM | M1 PAM parental | M4 PAM
C/C(=N/O)c1no[n+]([O-])c1/C(C)=N\O | -11 | 0.9 | -3 | 11 | -7 | 7 | 2 | 15 | -2
CCOC(=O)CCCCCC(=O)Nc1ccc2c(c1)C(=O)N([C@H](C)CO)C[C@H](C)[C@@H](CN(C)C(=O)Nc1ccc(OC)cc1)O2 | / | 2.3 | 1 | / | 3 | -2 | 8 | -23 | 0
COC(=O)C(NS(=O)(=O)c1ccc(NC(C)=O)cc1)C(C)C (stereo not drawn) | -15 | 2.4 | 1 | 8 | -5 | 1 | 6 | 3 | 4
CN(Cc1nc(-c2cccs2)no1)CC(O)c1ccccc1 (stereo not drawn) | -22 | -0.6 | 2 | 2 | 5 | 2 | 0 | 12 | -10
Cn1cnc(S(=O)(=O)N2CCCCC2c2cc(C(=O)Nc3ccccc3Cl)no2)c1 (stereo not drawn) | -14 | / | 1 | 3 | / | 11 | -2 | 20 | 7
CC1=CCC(COC(=O)Nc2ccccc2)CC1 (stereo not drawn) | -1 | 0.4 | -6 | 9 | 3 | 4 | 0 | 13 | 6
CCOC(=O)CSc1cccc2cccnc12 | 4 | -1.6 | -6 | 4 | -42 | 0 | 4 | 0 | 3
COc1ccc(C(OCC(O)CN(C)C2CCCCC2)c2ccc(OC)cc2)cc1 (stereo not drawn) | -7 | 1.5 | -4 | 8 | 3 | 12 | 1 | 31 | -1
O=C(CNC(=O)c1ccco1)OCc1ccc(C(=O)c2ccccc2)cc1 | -10 | -2.1 | 6 | 2 | -1 | -2 | -5 | 16 | -7
N#Cc1nc(-c2ccccc2)oc1N1CCCCC1 | / | -3.7 | -1 | / | 4 | 0 | -1 | -4 | -8
OCCN1CCN(C(=S)c2ccc(Br)cc2)CC1 | -4 | 2.1 | 1 | 11 | -11 | 3 | -3 | -10 | 0
Cc1ccc(Cn2c(=O)n(-c3ccccc3)c(=O)c3ccc(C(=O)NCc4ccco4)cc32)cc1 | -6 | 1.8 | 1 | 5 | -3 | 12 | -11 | -10 | 2
O=C(/C=C\c1ccc2c(c1)OCO2)CC1(O)C(=O)Nc2ccccc21 (stereo not drawn) | -20 | 0.3 | 2 | 1 | -1 | -1 | 8 | 18 | 4
CCN(CCn1cccn1)C(=O)C1CCC(=O)N(CCN2CCOCC2)C1 (stereo not drawn) | -8 | 1.3 | -4 | 4 | -9 | 0 | 0 | 4 | 4
O=C(O)c1ccc(CSC2CCCCC2)cc1 | -2 | -0.2 | 1 | 0 | 12 | 1 | 8 | -16 | 6

The list continues.
canonical_smiles | TAAR1 antag | CRFR2-BP ag | CHRM5 agonist | TAAR1 agonist | CRFBP-R2 block | CHRM5 antagonist | M5 PAM | M1 PAM parental | M4 PAM
COC(=O)C1=C(COc2ccc(F)cc2)NC(=O)NC1c1ccc(C)cc1C (stereo not drawn) | -4 | 0.9 | -1 | 3 | -11 | -7 | 0 | 2 | 8
Cc1nc(SCC(=O)Nc2cc(Cl)ccc2[N+](=O)[O-])nc(C)c1C | 4 | -0.5 | -7 | 1 | 11 | 5 | -13 | 25 | -8
CCOc1ccc(S(=O)(=O)N2CCCC(C(=O)N3CCOCC3)C2)cc1C (stereo not drawn) | -12 | -1.2 | -2 | 0 | -2 | -8 | 2 | 12 | -4
Cc1nc(N)[nH]c(=O)c1CCCNc1ccc([N+](=O)[O-])cc1 | -14 | 1.6 | 3 | 1 | -1 | 19 | -6 | 19 | 0
O=C(CN1CCOCC1)NC1C2CC3CC(C2)CC1C3 (stereo not drawn) | 13 | -0.9 | -3 | 1 | -4 | 5 | -5 | 19 | 2
COc1cc(C(=O)NCC(c2ccccc2)N(C)C)ccc1OCC(=O)N1CCOCC1 (stereo not drawn) | -11 | -0.9 | 2 | 3 | 4 | -15 | 9 | 6 | 5
CSc1ccc(S(=O)(=O)NC2CC2)cc1 | -3 | -0.3 | -6 | 4 | 9 | 7 | 4 | 12 | 3
CC(=O)Nc1ccccc1NC(=O)CN(C)S(=O)(=O)c1ccc(C)cc1 | -10 | -1.7 | 1 | 1 | 4 | -1 | 3 | 5 | 14
COc1ccc2cc(CN(Cc3cccs3)Cc3nnnn3Cc3ccccc3)c(=O)[nH]c2c1 | 31 | 1.9 | 0 | 17 | -13 | 18 | -6 | 22 | -19
O=C(COc1ccccc1)Nc1cccc(-c2nn[nH]n2)c1 | 5 | -1.9 | -2 | -1 | -4 | -4 | 2 | 1 | 5
COc1ccc(COC(=O)CNC(=O)C2CCCCC2)cc1F | -13 | -4.5 | 4 | -1 | -9 | -8 | 14 | 20 | 3
Cc1onc(-c2ccccc2Cl)c1C(=O)N1CCN(Cc2ccc3c(c2)OCO3)CC1 | -6 | 0.1 | -5 | -1 | 7 | -2 | 3 | 9 | -7
CCC(CC)C(=O)N(C)c1c(C)nc2c(OCc3ccc(F)c(F)c3)cccn12 | -27 | / | -1 | 0 | / | -8 | 0 | -1 | -4
Cc1nn(-c2ccccc2)c(N)c1C1(O)C(=O)N(C)c2ccccc21 (stereo not drawn) | -9 | -3.9 | -1 | 3 | 25 | 1 | 4 | 18 | -4
CC(C)(C)OC(=O)N1CCC(NC(=O)c2[nH]cnc2C(=O)Nc2ccon2)CC1 | 11 | -0.1 | -2 | 10 | -4 | 3 | 1 | 17 | -6

(listing goes on)
canonical_smiles | TAAR1 antag | CRFR2-BP ag | CHRM5 agonist | TAAR1 agonist | CRFBP-R2 block | CHRM5 antagonist | M5 PAM | M1 PAM parental | M4 PAM
Cc1ccc(OCCN2CCN(c3nc(NCc4ccco4)c4ccccc4n3)CC2)cc1 | 0 | 2.2 | -3 | 19 | -20 | 2 | 0 | 12 | -3
Cc1ccc(S(=O)(=O)NCC2CCC(C(=O)NC3CCCCC3)CC2)cc1 (stereo not drawn) | 13 | -1.4 | 0 | 3 | -1 | 7 | -11 | -7 | -7
C=CCc1cccc(C=Nc2c[nH]c(=O)[nH]c2=O)c1O | -11 | -0.2 | 3 | 7 | -14 | -18 | -6 | 18 | 7
CCO[C@@H]1OC(C(=O)N2CCOCC2)=C[C@H](c2cn(C(C)=O)c3ccccc23)[C@H]1CCCO | -1 | -1.2 | 4 | 12 | 8 | 12 | -1 | -16 | 0
COc1cccc(CNC(=O)CCS(=O)(=O)c2ccccc2Cl)c1 | -17 | 2.9 | 0 | 3 | -8 | -1 | 7 | 10 | 0
COc1cc(N(Cc2ccccc2)Cc2ccccc2)c2ncn(C(C)C)c2c1 | -20 | -1.4 | -2 | 5 | 12 | 13 | 0 | 12 | 3
COc1ccc(-c2cc(N)n(S(=O)(=O)c3ccc(C)cc3)n2)c(OC)c1 | -16 | -1.3 | 1 | -1 | 4 | -2 | -1 | 21 | -2
CCOc1cc(C2c3c(oc4ccccc4c3=O)C(=O)N2c2nccs2)ccc1O (stereo not drawn) | -21 | -3.2 | -4 | 0 | 15 | 14 | -4 | 13 | 5

In a second layout: results already given
Every second line gives: TAAR1 antag	CRFR2-BP ag	CHRM5 agonist	TAAR1 agonist	CRFBP-R2 block	CHRM5 antagonist	M5 PAM	M1 PAM parental	M4 PAM
> COc1cccc(CNC(=O)CCS(=O)(=O)c2ccccc2Cl)c1
    -17	2.9	0	3	-8	-1	7	10	0
> COc1cc(N(Cc2ccccc2)Cc2ccccc2)c2ncn(C(C)C)c2c1
    -20	-1.4	-2	5	12	13	0	12	3
> COc1ccc(-c2cc(N)n(S(=O)(=O)c3ccc(C)cc3)n2)c(OC)c1
    -16	-1.3	1	-1	4	-2	-1	21	-2
